# SIAE primary = blocks human sialic acid acetylesterase; inhibition, % at 9.66 µM; SIAE FP-Rh probe binding, fluorescence polarization; 370,000 tested, 0.69% active; Q9HAT2;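 active = inhibition above a cutoff: mean of compounds within the control limits plus 3 SD of those, cut at about 17% in these data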;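 note: 0% = plate median of compound wells and 100% = probe without SIAE protein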
# PRMT1 inh = PRMT1 (human) inhibition, primary screen; 370,000 tested, 1.3% active; inhibition, % at 2.79 µM; Q99873; recombinant PRMT1, activity-based probe fluorescence polarization;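 active = inhibition above about 21% made by adding two undisclosed values, limit read from the data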
# TCR-CD3 inh = inhibitors of human TCR-CD3 interaction | TAMRA-labeled TCR probe fluorescence, biochemical | inhibition, % at 9.4 µM | 360,000 tested, 0.37% active; in the data active = inhibition above about 19%;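 note: recombinant mutant TCR 2C K166C tagged with TAMRA read by polarization; 0% = receptor in buffer alone and 100% = receptor with positive control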
# HTRA1 inhibitor = inhibitors of human serine peptidase HTRA1. inhibition, % at 5.96 µM. 340,000 tested, 0.5% active. AID 504803. recombinant HTRA1, FP-rhodamine activity-based probe, fluorescence polarization; in the data active = inhibition above about 36%;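 note: 0% = enzyme with DMSO and 100% = wells lacking enzyme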
# Target sequence (Q92743 whole entry, looked up): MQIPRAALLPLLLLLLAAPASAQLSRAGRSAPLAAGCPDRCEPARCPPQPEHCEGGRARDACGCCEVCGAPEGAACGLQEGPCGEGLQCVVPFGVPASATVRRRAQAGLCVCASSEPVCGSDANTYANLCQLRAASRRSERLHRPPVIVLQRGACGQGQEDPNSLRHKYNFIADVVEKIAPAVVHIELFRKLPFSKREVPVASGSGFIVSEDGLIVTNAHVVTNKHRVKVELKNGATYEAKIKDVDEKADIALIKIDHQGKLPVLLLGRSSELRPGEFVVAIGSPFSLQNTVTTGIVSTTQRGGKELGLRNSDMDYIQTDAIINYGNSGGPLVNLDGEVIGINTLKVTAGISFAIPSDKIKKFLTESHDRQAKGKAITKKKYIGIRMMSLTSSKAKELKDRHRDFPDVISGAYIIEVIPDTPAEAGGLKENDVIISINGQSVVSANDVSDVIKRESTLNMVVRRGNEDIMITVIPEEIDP
# mABHD4 FP = inhibitors of mouse ABHD4; Q8VD66; inhibition, % at 8.92 µM; AID 720543; 370,000 tested, 0.54% active; purified mABHD4, FP-Rh probe fluorescence polarization;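 active = inhibition exceeding the mean over every tested compound plus 3 SD, cut at about 30% in these data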;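 note: 0% = plate median of compound wells and 100% = S159A mutant with DMSO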
#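 Assay system: mouse ABHD4 enzyme, wild type / Also added: fluorescent activity-based probe FP-Rh / Doses: single nominal dose of 8.92 µM, 0.89% DMSO final / Timing: 45 min compound pre-incubation plus 60 min probe step, 25 °C / Signal: FP readout, ex 525 nm / em 598 nm / Control set: S159A mutant/DMSO as 100%, compound-well median as 0%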
# MBD2 DNA inh = MBD2-methylated oligo binding inhibition; 370,000 tested, 0.31% active; AID 686964; Q9UBB5; inhibition, % at 4.4 µM; TR-FRET, MBD2 binding to methylated oligonucleotide; in the data active = inhibition above about 13%
# TDP2 inh = TDP2 (human) inhibition, absorbance primary screen; recombinant TDP2, T5PNP hydrolysis, p-nitrophenol absorbance 415 nm; inhibition, % at 12.8 µM; 370,000 tested, 0.34% active; AID 720702;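 active = inhibition above the mean of all tested compounds plus 3 SD, set per campaign, cut at about 25% in these data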;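 note: 0% = DMSO with enzyme and 100% = buffer with substrate but no TDP2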
# Target sequence (O95551 whole entry, looked up): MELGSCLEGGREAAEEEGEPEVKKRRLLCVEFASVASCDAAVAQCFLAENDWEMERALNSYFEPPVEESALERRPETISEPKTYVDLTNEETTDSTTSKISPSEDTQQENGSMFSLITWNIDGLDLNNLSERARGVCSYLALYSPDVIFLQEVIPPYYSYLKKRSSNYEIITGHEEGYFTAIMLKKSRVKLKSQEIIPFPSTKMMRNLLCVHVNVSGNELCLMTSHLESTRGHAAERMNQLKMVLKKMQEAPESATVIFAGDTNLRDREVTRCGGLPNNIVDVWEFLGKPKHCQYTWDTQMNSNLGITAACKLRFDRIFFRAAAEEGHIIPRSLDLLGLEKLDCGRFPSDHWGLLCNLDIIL
#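 test system = human TDP2 enzyme | input = TDP2 enzyme at 120 nM final | medium = 50 mM Tris-HCl pH 7.5 with Mg2+, KCl, DTT, BSA | also added = T5PNP substrate, 5 mM | times = 2 h at 37 °C | technique = epi absorbance | benchmarks = high control without enzyme, low control DMSO plus TDP2 | replication = each compound tested once, singlicate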
# GC-B act = GC-B (human) receptor activation; AID 1920062; P20594; HEK293-GC-B cells, CNP EC30, cGMP TR-FRET; 0% at EC30 CNP, 100% saturating CNP; 370,000 tested, 0.11% active; activation, % at 10 µM;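 active = activation at 10 µM reaching about 35% in either raw or pattern-adjusted values, limit read from the data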
# rCAG binder = r(CAG) repeat RNA binding. 370,000 tested, 1.3% active. AID 651821. TO-PRO-1 dye displacement fluorescence. inhibition, % at 3 µM;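 active = inhibition above the plate cutoff, the mean of all test compounds on that plate plus 3 SD, cut at about 35% in these data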;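 note: 0% = DMSO alone and 100% = 100 µM mitoxantrone as full dye displacement; higher means more dye released from RNA so lower well fluorescence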
# LEDGF integ inh = blocks HIV-1 LEDGF/p75-dependent DNA integration. TR-FRET IN-LEDGF/p75 DNA integration, Eu/Cy5. inhibition, % at 3.7 µM. 370,000 tested, 0.64% active;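 active = inhibition above the screen-wide mean plus 3 SD, cut at about 13% in these data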;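 note: signal is the Cy5 over europium emission ratio at 671 and 618 nm; 0% = plate median of compound wells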
# * = called active by the depositor; x = not tested or not shown.
compound	TCR-CD3 inh	HTRA1 inhibitor	mABHD4 FP	MBD2 DNA inh	SIAE primary	rCAG binder	GC-B act	TDP2 inh	LEDGF integ inh	PRMT1 inh
O=c1cc(-c2ccccc2Cl)oc2c(NS(=O)(=O)c3cccc4nsnc34)ccc(O)c12	3.6	1.8	9.6	1.8	-0.8	27.8	2.6	0.6	-0.4	-0.5
CC(C)NC(=O)c1cc(-n2cnnc2)ccc1Cl	0.6	2.2	2.6	2.3	7.4	1.6	4.7	-6.3	-4.1	-0.7
CC[n+]1c(/C=C(\C)Nc2ccccc2)sc2ccccc21	4.3	-4.9	-5.0	0.0	-0.1	-1.2	0.7	15.2	-2.6	2.0
CC(=O)c1ccc(NC2OC(CO)C(O)C(O)C2O)cc1 (stereo unspecified)	7.0	-0.1	4.8	1.0	-2.9	0.7	4.7	-1.0	0.8	-2.1
CC(=O)N1CCN(S(=O)(=O)c2cccc(C(=O)Nc3ccc(OC(F)F)cc3)c2)CC1	-0.6	-4.9	-5.7	6.2	-2.8	0.9	0.9	3.5	-2.5	-1.2
COc1ccc(CN2CC(C(=O)NCCN3CCOCC3)CC2=O)cc1 (stereo unspecified)	-2.7	5.8	-2.7	-0.6	-5.2	0.8	0.9	0.9	0.8	-2.8
CN(CC#Cc1ccccc1)C(N)=NC(=O)/C=C/c1cccc(C(F)(F)F)c1	x	x	-2.2	4.6	-0.8	1.2	1.0	2.3	0.6	6.2
COC(=O)c1ccc(NC(=O)CCCN2C(=O)NC(C)(C)C2=O)cc1	-2.1	-1.6	-2.2	-5.4	9.7	-6.3	3.6	-0.5	0.2	1.1
O=C(N/N=C1/CCc2ccccc21)C1CC1	2.0	-7.4	-2.6	-1.4	-1.7	-1.7	2.8	0.3	2.4	-2.0
O=C1C2C3C=CC(C3)C2C(=O)N1c1ncc([N+](=O)[O-])s1 (stereo unspecified)	-5.8	-0.5	1.5	4.5	7.9	1.4	3.9	1.9	-1.3	4.0
Cc1noc(C)c1-c1ccc(C(=O)NCc2ccccc2)c2occc12	-1.9	x	0.9	0.9	-2.3	0.5	20.8	-9.7	-0.1	-2.1
CCC(C)Oc1ccc(C(=O)Nc2ccc(CN3CCOCC3)cc2)cc1 (stereo unspecified)	1.8	-5.5	1.1	-3.6	-5.2	-6.8	5.4	3.8	3.6	-2.1
CCNC(=O)CCS(=O)(=O)c1ccc2ccccc2c1	-0.6	0.2	-0.2	9.4	-1.8	2.1	6.2	8.1	-2.8	1.4
COc1ccc(-c2c(C#Cc3ccsc3)c3cc(-c4ccc5c(c4)OCCO5)ccc3n2C)cc1	-0.4	0.1	6.9	-1.3	0.5	8.3	-1.6	-4.5	-0.6	-0.7
O=C(c1ccccc1)N1CCN(c2ccc(Cl)cc2)CC1	-3.0	-8.0	-5.2	2.1	1.6	-7.7	3.1	5.6	-0.7	2.1
O=C(COC(=O)c1ccc[n+]([O-])c1)Nc1ccc(Cl)cc1[N+](=O)[O-]	-4.5	3.5	-3.5	-0.1	-7.0	9.6	-0.9	-6.9	2.4	-0.7
CSc1nc(NC(C)=O)nc(C)c1Cl	-1.6	1.3	3.1	-2.2	-7.7	1.4	-0.8	2.7	-0.6	-1.3
CCCc1c(C(=O)N/N=C/C2CC=CCC2)nnn1-c1nonc1N (stereo unspecified)	-6.5	-1.6	-4.9	4.7	-1.1	3.0	-1.4	5.8	3.4	1.8
CCCCC(=O)Nc1cccc(NC(=S)NC(=O)C(C)C)c1	14.1	1.3	7.8	1.5	9.9	-3.5	-6.1	2.1	0.3	-0.6
C/C(CC1CC2=C(CC1(C)C)C(C)(C)CCC2)=N\NC(N)=S (stereo unspecified)	-5.2	-11.2	8.9	-4.2	6.8	-1.8	-3.3	0.2	0.8	-2.6
Cc1ccc(NC(=O)c2ncn(CC(=O)N3CCN(c4ccccn4)CC3)n2)cc1C	-5.5	-0.8	1.0	3.6	-2.6	-0.7	-3.5	3.4	-1.9	4.6
Cn1cnc([N+](=O)[O-])c1S(=O)(=O)Nc1ccccc1	4.2	-1.8	4.5	0.8	4.0	1.6	0.5	7.8	-3.8	-2.5
CCOc1cc2[nH]c(=O)n(CCC(=O)NCc3ccc(OC)cc3)c(=O)c2cc1OCC	-4.0	2.8	3.3	-0.4	1.3	-0.4	-2.8	6.9	-2.9	1.9
C/C=C/C(=O)Nc1cccc(C2=NOC3(C2)C[C@H](C(N)=O)N(C(=O)/C=C/C)C3)c1 (stereo partly specified)	5.5	0.7	1.8	-2.3	-1.4	-2.9	-1.9	0.6	0.1	-2.4
CC(C)NC(=O)COc1ccc(S(=O)(=O)N(C)Cc2ccccc2)cc1	-9.3	-2.3	5.6	1.7	-1.5	1.5	0.9	-4.8	-5.5	1.3
NS(=O)(=O)c1ccc(CNC(=O)CCS(=O)(=O)Cc2ccccc2)cc1	-3.1	4.7	1.5	1.2	2.7	0.1	1.8	-10.8	-4.1	1.6
CCn1cc(/C=N/N=C2\CCC3C4CCc5cc(O)ccc5C4CC[C@]23C)c(C)n1 (stereo partly specified)	0.8	-9.1	6.6	-1.2	-3.1	-2.7	-5.6	-6.4	-0.9	1.9
CC(C)CC(=O)Nc1nnc(SCC(=O)NCc2ccc3c(c2)OCO3)s1	-1.6	5.9	1.6	0.7	4.4	-3.0	-2.2	-9.4	-4.8	2.4
c1ccc(OCc2nn3c(-c4ccncc4)nnc3s2)cc1	-7.0	-2.8	-2.4	1.5	4.4	0.9	-6.9	-18.6	6.4	0.6
CC1(C)CC(=O)C2=C(C1)NC(=O)CC2c1ccc(F)cc1 (stereo unspecified)	4.7	4.4	10.7	-4.3	1.9	-0.9	4.7	-2.8	-3.6	-4.5
Cc1ccc(CN2CCCOCCS2(=O)=O)cc1	5.2	8.3	3.2	1.6	-3.7	-1.6	5.8	-4.2	0.4	-3.1
COc1ccc(S(=O)(=O)N2CCOCC2)cc1NC(=O)COc1ccccc1OC	-1.6	-7.3	2.5	5.7	-8.9	-6.3	8.8	8.1	-1.9	4.6
CCOC(=O)N1CCN(CC(=O)Nc2ccc([N+](=O)[O-])cc2C(=O)Nc2ccccc2F)CC1	-2.7	-10.2	-8.2	4.8	-9.1	-5.5	3.3	3.8	2.2	-1.2
FC(F)(F)Oc1ccc(Nc2nc(N3CCOCC3)nc(N3CCOCC3)n2)cc1	-0.8	5.0	2.8	-1.4	4.0	-2.9	0.6	11.1	-1.2	2.2
COc1cc(C2C(C#N)=C(N)OC3=C2C(=O)CC(C)(C)C3)ccc1OC(=O)N1CCOCC1 (stereo unspecified)	2.5	3.3	5.6	1.2	4.2	-3.4	-9.9	-7.0	2.3	-0.6
CCC(=O)NC(c1ccc(N(C)C)cc1)c1c(O)ccc2ccccc12 (stereo unspecified)	4.6	-1.0	3.6	-5.5	6.5	1.1	-2.5	-0.2	-1.2	3.1

# Part of the list above, limited to HTRA1 inhibitor:
canonical_smiles | HTRA1 inhibitor
CCn1cc(/C=N/N=C2\CCC3C4CCc5cc(O)ccc5C4CC[C@]23C)c(C)n1 (stereo partly specified) | -9.1
CC(C)CC(=O)Nc1nnc(SCC(=O)NCc2ccc3c(c2)OCO3)s1 | 5.9

# Next structures
compound	TCR-CD3 inh	HTRA1 inhibitor	mABHD4 FP	MBD2 DNA inh	SIAE primary	rCAG binder	GC-B act	TDP2 inh	LEDGF integ inh	PRMT1 inh
COc1cc(C(=O)NC(=S)Nc2cccc3nc(C)ccc23)cc(OC)c1OC	6.6	3.4	3.4	-0.9	-4.7	0.2	2.0	6.2	0.6	-4.1
CCOC(=O)C1CCN(c2c(NC3CCCCCCC3)c(=O)c2=O)CC1	-13.2	1.3	-0.3	4.8	-2.1	0.6	-5.6	-7.4	2.5	6.4
COc1cccc(-c2csc(N3CCN(CC(=O)NNC(=O)c4ccc(Cl)cc4)CC3)n2)c1	5.0	-12.7	-12.5	-0.8	1.1	4.2	-0.4	-10.7	-1.5	-1.2
Cc1ccc(NC(=O)Cn2cnc(C(=O)Nc3ccc(C)c(C)c3)n2)cc1C	-7.2	-0.5	2.8	2.2	-0.1	-0.4	6.7	-1.0	-7.6	1.9
CC(NC(=O)CSc1nnnn1C1CC1)c1ccccc1Br (stereo unspecified)	1.2	-0.7	-2.8	-5.3	1.0	-0.3	-2.1	1.9	8.5	-6.4
Cc1noc(C)c1CSc1nnnn1-c1ccc(Cl)cc1	6.9	9.9	-3.8	3.6	4.2	-2.9	2.1	-5.5	0.6	5.2
CCOC(=O)c1cn(Cc2ccc(C)cc2)c2cc(F)ccc2c1=O	4.2	-9.6	-6.6	1.2	-3.0	3.5	17.2	-14.1	0.7	-4.4
NS(=O)(=O)c1ccc(N2C(=O)C3C4CC(C(Br)C4Br)C3C2=O)cc1 (stereo unspecified)	8.9	-3.3	0.1	-1.8	-2.2	-1.3	3.7	-7.0	2.4	-1.6
CCC(C)(C(=O)NC1CCCC1)N(C(=O)CNC(=O)c1ccccc1)c1c(C)n(C)n(-c2ccccc2)c1=O (stereo unspecified)	0.4	-3.1	-2.5	-2.2	0.5	-5.0	-0.2	6.5	0.5	-4.0
O=C(COC(=O)C1CCN(c2ccc(C(F)(F)F)cn2)CC1)c1cccc(Br)c1	1.7	-22.4	1.4	2.9	0.0	0.7	-4.5	-8.5	3.1	-1.7
c1ccc(-c2cn3c(n2)CCC3)cc1	-1.9	-4.2	-6.8	-5.2	5.0	0.6	x	-13.4	-1.2	0.8
O=C(CSc1cccc[n+]1[O-])Nc1cccc(Oc2ccccc2)c1	-1.3	4.7	-7.0	3.4	-11.9	1.7	0.3	-14.0	-2.8	7.5
CCOC(=O)c1ccc(-c2ccc(N3C(c4cccc(OC)c4)=Cc4ccc(F)cc4C3CC(C)=O)cc2)cc1F (stereo unspecified)	0.8	x	-2.4	1.0	3.5	7.6	1.4	0.4	2.0	-4.9
COC(=O)[C@@H](NC(=O)Nc1cccc(Br)c1)C(C)C	5.8	-2.4	-0.4	1.8	-2.5	-1.0	1.3	-5.0	0.2	-1.7
O=C(Nc1ccc(Oc2ccccc2)nc1)C1CCCCN1Cc1ccc(OCCO)cc1 (stereo unspecified)	-7.1	-6.3	-5.5	-7.0	-2.9	2.9	4.7	-4.3	3.9	-4.1
CCOc1ccc(S(=O)(=O)N2CCC(C(=O)N3CCc4ccccc4C3)CC2)cc1	-1.5	-4.1	-3.9	1.5	0.2	-7.1	-1.8	-5.4	-3.6	2.9
CC(=O)N(CCCc1ccc(C(C)(C)C)cc1)CCCN(C)C	8.8	-2.2	0.0	-3.2	3.0	-5.0	4.7	-14.0	2.2	0.1
CCCCSc1nc2c(cnn2-c2ccccc2)c(=O)n1N	7.9	-2.5	2.0	-5.2	0.9	-7.4	-5.7	4.5	-0.5	0.8

# Bioassay records (PubChem BioAssay)

# Only part of the results is shown; the hit share may differ from the screen's.
